# UHRF1 binding = blocks human UHRF1 binding to methylated DNA. 0.75% of 370,000 active. inhibition, % at 4.4 µM. UHRF1 binding to methylated oligo, TR-FRET. Q96T88; in the data active = inhibition above about 21%;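 also: UHRF1 SRA domain binding a hemimethylated CpG hairpin DNA probe; 0% = median of test compound wells and 100% = reference inhibitor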
# PRMT1 inh = blocks human protein arginine methyltransferase 1 | Q99873 | recombinant PRMT1, activity-based probe fluorescence polarization | inhibition, % at 2.79 µM | 1.3% of 370,000 active | AID 652257;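 active = inhibition above about 21% made by adding two undisclosed values, limit read from the data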
# Target sequence (Q99873 whole entry, looked up): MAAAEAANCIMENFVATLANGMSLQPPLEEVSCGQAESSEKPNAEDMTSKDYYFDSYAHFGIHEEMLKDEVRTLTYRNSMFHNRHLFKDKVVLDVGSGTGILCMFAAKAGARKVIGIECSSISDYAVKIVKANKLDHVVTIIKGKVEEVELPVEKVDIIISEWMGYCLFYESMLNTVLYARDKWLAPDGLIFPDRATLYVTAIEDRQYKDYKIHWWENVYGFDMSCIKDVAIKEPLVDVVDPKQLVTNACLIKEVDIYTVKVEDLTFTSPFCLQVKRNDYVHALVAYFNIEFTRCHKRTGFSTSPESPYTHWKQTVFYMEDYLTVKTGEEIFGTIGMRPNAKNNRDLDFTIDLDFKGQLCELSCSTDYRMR
# TCR CD3 inh = blocks the human TCR-CD3 interaction. inhibition, % at 9.4 µM. TAMRA-labeled TCR probe fluorescence, biochemical. 0.37% of 360,000 active. AID 651800; in the data active = inhibition above about 19%;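 also: recombinant mutant TCR 2C K166C tagged with TAMRA read by polarization; 0% = receptor in buffer alone and 100% = receptor with positive control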
# proKLK7 act = activates the human kallikrein-7 zymogen | P49862 | purified proKLK7, EDANS-DABCYL substrate fluorescence; 100% is mature enzyme control, 0% vehicle | activation, % at 7 µM | 0.9% of 370,000 active | AID 652039;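 active = activation above the mean of all tested compounds plus 3 SD, computed per campaign excluding outliers beyond control limits, cut at about 13% in these data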
# Tn6 DDE FP = disrupts Tn6 cyclic peptide binding to fibrin D-Dimer-E complex; P02675; Fibrin DD(E) TRITC-Tn6 fluorescence polarization displacement; inhibition, % at 8.3 µM; 0.21% of 370,000 active; AID 720509;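 active = inhibition above a per-campaign cutoff: mean of compounds within control limits plus 3 SD, cut at about 15% in these data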;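 also: 0% = median of all compound wells on the plate and 100% = blocking peptide control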
# MBD2 inh = MBD2-methylated oligo binding inhibition. TR-FRET, MBD2 binding to methylated oligonucleotide. Q9UBB5. inhibition, % at 4.4 µM. 0.31% of 370,000 active. AID 686964; in the data active = inhibition above about 13%
# Target sequence (Q9UBB5 whole entry, looked up): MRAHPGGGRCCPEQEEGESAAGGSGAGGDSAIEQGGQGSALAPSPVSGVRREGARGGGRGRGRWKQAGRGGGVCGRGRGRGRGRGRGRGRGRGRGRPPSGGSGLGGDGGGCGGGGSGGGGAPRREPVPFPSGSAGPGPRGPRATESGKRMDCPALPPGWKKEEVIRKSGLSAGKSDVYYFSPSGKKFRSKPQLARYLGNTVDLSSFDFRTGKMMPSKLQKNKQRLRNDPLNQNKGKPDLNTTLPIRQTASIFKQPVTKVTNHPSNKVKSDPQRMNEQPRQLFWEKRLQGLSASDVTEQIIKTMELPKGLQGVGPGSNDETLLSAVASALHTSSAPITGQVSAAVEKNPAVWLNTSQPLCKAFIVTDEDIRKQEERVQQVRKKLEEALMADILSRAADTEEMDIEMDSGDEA
# SIAE primary = human SIAE inhibition, primary screen; SIAE FP-Rh probe binding, fluorescence polarization; inhibition, % at 9.66 µM; 0.69% of 370,000 active; AID 1053197;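 active = inhibition above a cutoff: mean of compounds within the control limits plus 3 SD of those, cut at about 17% in these data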;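 also: 0% = plate median of compound wells and 100% = probe without SIAE protein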
# DDE Tn7 FP inh = disrupts Tn7 cyclic peptide binding to fibrin D-Dimer-E complex; FP displacement of FITC-Tn7 peptide from fibrin DD(E); 0% = median of compound wells per plate; inhibition, % at 8.3 µM; 0.13% of 370,000 active; AID 720508;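 active = inhibition above the mean of compounds falling within the control limits plus 3 SD of them, cut at about 14% in these data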;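 also: 0% = plate median of compound wells and 100% = 10 µM Aha-Tn7 peptide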
#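 Assay system: Fibrin-DD(E) protein isolated from polymerized human fibrin clots; read-out basis: percent inhibition; medium: Tris/NaCl/CaCl2 buffer, pH 7.8; signal: FP measurement; incubation: 10 min plus 3 h, room temperature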
# TDP2 inh = TDP2 (human) inhibition, absorbance primary screen | recombinant TDP2, T5PNP hydrolysis, p-nitrophenol absorbance 415 nm | AID 720702 | O95551 | inhibition, % at 12.8 µM | 0.34% of 370,000 active;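 active = inhibition above the mean of all tested compounds plus 3 SD, set per campaign, cut at about 25% in these data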;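 also: 0% = DMSO with enzyme and 100% = buffer with substrate but no TDP2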
#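 Assay system: Recombinant human TDP2 | Quantity: 120 nM TDP2 per well | Incubation: 2 h at 37 °C | Signal: Epi absorbance | Evaluation: Percent inhibition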
# LEDGF integ inh = blocks HIV-1 LEDGF/p75-dependent DNA integration; 0.64% of 370,000 active; inhibition, % at 3.7 µM; AID 743269; TR-FRET IN-LEDGF/p75 DNA integration, Eu/Cy5;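 active = inhibition above the screen-wide mean plus 3 SD, cut at about 13% in these data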;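 also: signal is the Cy5 over europium emission ratio at 671 and 618 nm; 0% = plate median of compound wells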
# Numbers without * were called inactive; nt = not tested or not shown.
SMILES,UHRF1 binding,PRMT1 inh,TCR CD3 inh,proKLK7 act,Tn6 DDE FP,MBD2 inh,SIAE primary,DDE Tn7 FP inh,TDP2 inh,LEDGF integ inh
O=C(CN1C(=O)NC2(CCCC2)C1=O)OCCOc1ccc(Cl)cc1Cl,-3,-5,8,0.2,3,-4,6,12,6,2
S=C(NCc1ccccc1)Nc1cccc2cnccc12,-7,0,-1,-0.1,2,-3,6,-5,0,1
N#Cc1c(NCCN)nc(-c2ccco2)c2c1CCCC2,-10,0,-3,0.7,-3,0,7,-6,-5,-2
Cc1c(C(=O)Nc2c(N)nc(SCC(=O)NCC3CCCO3)[nH]c2=O)cccc1[N+](=O)[O-] (stereo not given),-1,1,-2,0.1,7,2,2,-1,11,-2
COc1cc(C(=O)NCc2ccccc2)ccc1OC(F)F,1,-1,-3,0.5,2,-8,4,9,4,-1
CCc1nc2c(OCc3cc(Cl)cc(Cl)c3)cccn2c1N(C)C(=O)c1ccc(C)cc1,-1,6,-8,0.2,0,-5,-2,6,-6,2
CN(Cc1cn(C)nc1-c1cccc(Cl)c1)C1CCOCC1,1,5,1,-0.1,-4,-3,-5,-2,0,-2
COC(=O)C1CN(C(=O)C(C)Oc2cccc(C)c2C)c2ccccc2O1 (stereo not given),2,-3,2,0.1,-1,-3,-1,3,-15,2
CCCn1c(=N)c(C#N)cc2c(=O)n3ccccc3nc21,0,1,5,9.2,-5,-1,4,0,-15,-2
COCC(=O)N1CCCN(c2nc3c(C)cccc3cc2C#N)CC1,-6,0,-8,2.9,-4,-6,-3,-4,6,-3
COCCNC(=O)C1(C)Oc2ccccc2NC1=O (stereo not given),5,2,-8,-0.5,-10,-2,0,2,-4,-1
COCCn1c(=S)[nH]c2cc(C(=O)N3CCCC(C)C3)ccc2c1=O (stereo not given),5,-2,8,0.3,8,-2,3,3,-6,-4

# Random excerpt: seven records from the list.
SMILES,UHRF1 binding,PRMT1 inh,TCR CD3 inh,proKLK7 act,Tn6 DDE FP,MBD2 inh,SIAE primary,DDE Tn7 FP inh,TDP2 inh,LEDGF integ inh
COCC(=O)N1CCCN(c2nc3c(C)cccc3cc2C#N)CC1,-6,0,-8,2.9,-4,-6,-3,-4,6,-3
CCc1nc2c(OCc3cc(Cl)cc(Cl)c3)cccn2c1N(C)C(=O)c1ccc(C)cc1,-1,6,-8,0.2,0,-5,-2,6,-6,2
CCCn1c(=N)c(C#N)cc2c(=O)n3ccccc3nc21,0,1,5,9.2,-5,-1,4,0,-15,-2
COCCNC(=O)C1(C)Oc2ccccc2NC1=O (stereo not given),5,2,-8,-0.5,-10,-2,0,2,-4,-1
Cc1c(C(=O)Nc2c(N)nc(SCC(=O)NCC3CCCO3)[nH]c2=O)cccc1[N+](=O)[O-] (stereo not given),-1,1,-2,0.1,7,2,2,-1,11,-2
COC(=O)C1CN(C(=O)C(C)Oc2cccc(C)c2C)c2ccccc2O1 (stereo not given),2,-3,2,0.1,-1,-3,-1,3,-15,2
O=C(CN1C(=O)NC2(CCCC2)C1=O)OCCOc1ccc(Cl)cc1Cl,-3,-5,8,0.2,3,-4,6,12,6,2

# Complete entries, looked up by structure. Order of values: UHRF1 binding	PRMT1 inh	TCR CD3 inh	proKLK7 act	Tn6 DDE FP	MBD2 inh	SIAE primary	DDE Tn7 FP inh	TDP2 inh	LEDGF integ inh
# Listed for COc1cc(C(=O)NCc2ccccc2)ccc1OC(F)F = 1	-1	-3	0.5	2	-8	4	9	4	-1
# Listed for COCCNC(=O)C1(C)Oc2ccccc2NC1=O (stereo not given) = 5	2	-8	-0.5	-10	-2	0	2	-4	-1

# Later entries
SMILES,UHRF1 binding,PRMT1 inh,TCR CD3 inh,proKLK7 act,Tn6 DDE FP,MBD2 inh,SIAE primary,DDE Tn7 FP inh,TDP2 inh,LEDGF integ inh
COc1ccc(Cl)cc1N(CC(=O)N1CCCCCC1)S(C)(=O)=O,5,1,0,0.0,0,5,5,5,-15,-7
COc1cc(S(=O)(=O)N2CCCCCC2)c(OC)cc1Br,-3,-1,0,-0.7,1,4,2,-8,-6,-2
Cc1ccc(C)c(C(=O)N2CCN(c3ncccn3)CC2)c1,5,0,3,0.0,5,-2,-4,-3,-6,3
S=c1[nH]nc(-c2ccco2)n1/N=C/C=C/c1ccco1,26*,13,19,-0.1,7,11,6,5,-2,21*
C#CCCC/C(=C\C(=O)N(C)[C@H](C(=O)N(C)[C@H](C(=O)N(C)[C@H](C(=O)N(C)[C@H](C(N)=O)C(C)C)C(C)C)C(C)C)C(C)C)OC,1,-6,8,0.4,0,0,1,-2,-8,0
Cc1oc(-c2cccs2)nc1CS(=O)CC(=O)NCCc1ccccc1 (stereo not given),2,22*,-6,-0.1,0,5,-5,8,15,-1
CC1=C(C(N)=O)C(c2ccc3c(c2)OCO3)n2nc(-c3cccc(C)c3)nc2N1 (stereo not given),3,2,6,0.5,-2,0,2,0,4,-2
O=C(N/N=C\c1ccncc1)c1ccc(Cl)s1,-8,-3,-1,-0.9,10,-5,0,8,-12,-1
Cc1ccccc1Cn1c(C)c(C(=O)N(C)Cc2ccc(F)cc2)sc1=O,2,-7,1,0.3,-1,-5,-5,-8,0,2
CC1(C)Cc2nc3sc4c(=O)[nH]cnc4c3cc2CS1,0,-1,8,-4.6,-4,-3,9,4,1,5
C/C(=N/NC(=O)c1ccc2c(c1)OCO2)c1cccc([N+](=O)[O-])c1,1,-1,1,0.4,6,0,4,0,13,1
O=C(NC1CCCC1)C1CC1c1ccccc1 (stereo not given),1,2,7,0.0,3,-6,0,-6,4,0
CCOC(=O)C1CCCN(c2c(Nc3cccc(C)c3)c(=O)c2=O)C1 (stereo not given),-2,-4,-1,0.3,0,2,0,0,8,-2
Cc1ccc(NS(=O)(=O)c2cccs2)nc1,30*,-6,10,5.6,-2,5,1,-4,7,2
O=C(COC(=O)c1cc(S(=O)(=O)N2CCOCC2)c(Cl)cc1Cl)NC1CC1,9,-2,-5,0.9,-2,9,-5,-8,3,2
COC(=O)c1c(NC(=O)CC2SC(N)=NC2=O)sc2c1CCC(C)C2 (stereo not given),3,9,1,-0.6,3,-1,-8,7,-3,-2
CC(C)(C)C1CCC(OCC(O)CN2CCCC2)CC1 (stereo not given),0,-1,6,0.6,-4,3,16,-5,5,1
Cc1cc(N=CC2=C(O)CCCC2=O)no1,1,2,7,-0.7,0,0,1,3,-8,-4
CC(CCc1ccccc1)NC(=O)CCNC(=O)c1ccccc1Cl (stereo not given),-1,4,-9,0.8,5,0,1,2,0,-9
O=C(NNC(=O)c1ccccc1[N+](=O)[O-])c1ccco1,-1,0,4,-0.3,-3,1,1,-3,-4,4
COCCCNCCCOc1ccc(C)cc1Br,-2,-1,1,0.1,8,-5,4,8,1,1
CC1CCC2(CC1)NC(=O)N(CC(=O)N1c3ccccc3CC1C)C2=O (stereo not given),0,-8,1,-0.1,-4,-6,-4,6,12,1
O=C(c1cc(-c2ccco2)nn1-c1cccc(Cl)c1)N1CCCCC1,8,3,0,0.3,4,-1,-3,4,-7,-1
CCCN=C(Nc1ccc(Cl)cc1)c1cccnc1,-2,-1,-1,0.2,4,4,4,-1,-2,-1
CCC(CC)NC(=O)CSc1nnc(-c2c[nH]c3ccccc23)o1,4,4,-9,-0.1,-3,5,-9,5,-1,-2
Cc1ccc(N2CC(=O)N(c3ccc(C)cc3)CC2=O)cc1,-2,0,7,0.5,6,-3,-3,6,-7,-3
O=C(Nc1ccccc1N1CCN(C(=O)c2ccc(Cl)cc2)CC1)c1ccc(Br)cc1,-2,-1,9,-0.2,-1,-6,-7,-4,4,-2
CSc1ccccc1OCc1cc(C(=O)N(C)Cc2cc(C)[nH]n2)no1,3,1,-6,-0.2,7,5,2,-1,-6,-4
NCCCCCC(=O)O,0,-1,4,0.0,6,-6,6,5,-8,-1
COC(=O)/C=C1/N/C(=N\c2nc(C)cc(C)n2)N(c2ccccc2)C1=O,-1,-1,-2,0.8,-3,5,6,0,10,-4
CCCCOc1ccccc1C(=O)NCC(=O)O,1,-2,4,-0.3,-7,5,2,2,9,-2
COc1ccccc1N1CCN(Cc2cc3c(cc2[N+](=O)[O-])OCO3)CC1,-1,-1,-3,-0.8,0,-1,3,-6,-2,6
COc1ccc(NC(=O)CO/N=C(\C)c2cccs2)cc1,0,3,-5,0.2,-4,4,5,0,3,-1
COc1ccc(C(=O)Nc2ccc(-n3nncc3C(C)(C)C)cc2)cc1,3,1,1,-0.1,7,2,-2,-1,-4,1
COc1ccccc1CNS(=O)(=O)c1cccc(S(=O)(=O)N2CCOCC2)c1,2,2,6,0.6,7,-1,-6,-4,-13,4
NNC(=O)c1nc(Cl)c(Cl)c(N)c1Cl,-4,-1,6,-0.1,-2,2,-4,10,9,1
COc1ccc(C(C(=O)N(C)C2CCCC2)N(Cc2ccc(F)cc2)C(=O)c2ncn[nH]2)cc1OC (stereo not given),1,5,nt,0.1,-2,2,4,8,7,-3
COC(=O)CSc1nc2nc(C)cc(C)n2n1,0,-1,2,0.9,-1,-3,2,0,7,-2
CC1CN(CCCCOc2ccc(F)cc2)CC(C)O1 (stereo not given),-1,-4,5,-0.3,5,-6,1,2,15,3
CCOC(=O)CNC(=O)C(Cc1ccc2c(c1)OCO2)NC(C)=O (stereo not given),0,3,nt,0.0,0,3,5,-6,-3,2
Cc1ccc(-c2nc(C3CCCN(S(=O)(=O)c4ccc(C)cc4)C3)no2)cc1 (stereo not given),1,2,8,0.8,-2,-2,-5,-7,11,1
O=C(/C=C/c1ccc([N+](=O)[O-])cc1)OCC(=O)c1ccc[nH]1,-4,-2,3,-0.7,-5,-2,4,-7,4,0
COCCCNC(=O)/C(C#N)=C1\N=C(NC(=O)c2cccs2)c2ccccc21,-5,3,0,-0.5,3,-9,-2,4,-19,-2
CCC(=O)Nc1c2c(nn1-c1ccccc1C)CSC2,-3,4,1,-0.1,8,1,-4,7,12,12

# Screening results deposited in PubChem by The Scripps Research Institute Molecular Screening Center.

# The order is random. About 4.6% of those tested had a hit in this group.
